DAGLB inhibitor – diacylglycerol lipase beta (human) inhibition; AID 504411; inhibition, % at 5.17 µM; 0.059% of 340,000 active; HEK293T DAGLB membrane lysate, EnzChek fluorogenic substrate; Q8NCG7; in the data active means inhibition above about 34%;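 further: 0% = enzyme with vehicle and 100% = wells lacking enzyme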
Keap1 Nrf2 FP – inhibitors of human Keap1-Nrf2 protein-protein interaction | Keap1 Kelch-Nrf2 peptide fluorescence polarization, 1536-well | 0.15% of 340,000 active | inhibition, % at 9.4 µM; in the data active means inhibition above about 12%;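 further: human Keap1 Kelch domain with fluorescein labeled Nrf2 9mer peptide probe; 0% = neutral control wells and 100% = peptide positive control; higher means more block of Keap1 binding to Nrf2 peptide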
Target sequence (Q14145 whole entry, looked up, the tested form may be a part): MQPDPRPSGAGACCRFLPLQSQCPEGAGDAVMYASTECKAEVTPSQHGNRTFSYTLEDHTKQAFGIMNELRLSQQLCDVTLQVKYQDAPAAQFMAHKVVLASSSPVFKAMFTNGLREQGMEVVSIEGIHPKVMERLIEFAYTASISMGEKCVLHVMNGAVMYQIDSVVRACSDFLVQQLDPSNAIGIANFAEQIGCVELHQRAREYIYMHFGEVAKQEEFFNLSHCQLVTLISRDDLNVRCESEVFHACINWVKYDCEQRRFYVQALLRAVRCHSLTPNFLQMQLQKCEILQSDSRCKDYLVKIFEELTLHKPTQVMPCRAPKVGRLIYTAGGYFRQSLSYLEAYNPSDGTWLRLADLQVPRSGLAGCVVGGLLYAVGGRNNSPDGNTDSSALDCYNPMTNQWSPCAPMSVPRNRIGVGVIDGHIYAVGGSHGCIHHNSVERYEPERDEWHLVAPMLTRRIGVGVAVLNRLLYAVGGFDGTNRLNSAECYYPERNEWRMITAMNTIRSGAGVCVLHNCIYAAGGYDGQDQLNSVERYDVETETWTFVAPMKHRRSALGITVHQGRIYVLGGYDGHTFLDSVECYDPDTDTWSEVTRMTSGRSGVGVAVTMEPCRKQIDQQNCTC
LANA DNA inh – inhibitors of KSHV LANA C-terminal domain DNA binding. MBP-C-LANA/FAM-LBS DNA binding, fluorescence polarization. 0.078% of 340,000 active. AID 504423. inhibition, % at 9 µM;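 active means highest replicate inhibition at or above 60% at 9 µM, even if other replicates fall short; inactive means all replicates below 60% inhibition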;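 further: 0% = neutral control wells and 100% = 4 µM acridine orange control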
PKA-R2B act – PKA-R2B complex activation; P22694+P31323; PKA-R2B holoenzyme dissociation, Cy5-IP20 fluorescence polarization; R2B truncated from residue 108, S112A mutant; 0% DMSO only, 100% 113 µM cGMP; activation, % at 11.4 µM; 0.079% of 340,000 active; AID 504700;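 active means activation above a cutoff set at the mean over all compounds plus 3 SD, cut at about 18% in these data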;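 further: higher means more holoenzyme dissociation and a rise in polarization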
Target sequence (P31323 whole entry, looked up, other chains not shown, the tested form may be a part): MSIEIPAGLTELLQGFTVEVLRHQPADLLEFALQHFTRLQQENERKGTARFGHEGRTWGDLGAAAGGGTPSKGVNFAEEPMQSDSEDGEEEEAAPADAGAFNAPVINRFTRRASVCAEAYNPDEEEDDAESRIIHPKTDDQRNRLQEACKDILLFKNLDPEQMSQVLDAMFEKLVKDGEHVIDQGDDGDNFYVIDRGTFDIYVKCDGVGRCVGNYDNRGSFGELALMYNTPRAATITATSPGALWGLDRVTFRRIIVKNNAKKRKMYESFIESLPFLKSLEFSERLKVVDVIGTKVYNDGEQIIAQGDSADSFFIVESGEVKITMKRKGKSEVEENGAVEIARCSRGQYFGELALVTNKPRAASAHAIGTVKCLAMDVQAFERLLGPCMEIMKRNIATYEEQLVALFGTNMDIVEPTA
CAL PDZ FP-1 – blocks peptide binding to human CAL PDZ domain; inhibition, % at 20 µM; 0.02% of 330,000 active; Q9HD26; AID 504414; purified CAL PDZ, TMR-peptide fluorescence polarization, 1 h;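 active means highest replicate inhibition of at least 40%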;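 further: plate controls were DMSO neutral control wells for no effect and unlabeled competitor peptide control wells for full effect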
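Test system: purified CerCALP PDZ construct; Compound dosing: one concentration, 20 µM compound; Also added: TMR-labelled reporter peptide T*-PRC34 bound in PDZ groove; Read-out: inhibition from polarization loss; Controls: unlabelled peptide and DMSO controls; Signal: FP readout, S and P plane fluorescence; Incubation: 1 h at RT.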
CAL PDZ FP-2 – CAL PDZ (human) peptide binding inhibition | Q9HD26 | purified CAL PDZ, TMR-peptide fluorescence polarization, 1 h | inhibition, % at 24.9 µM | 0.92% of 300,000 active | AID 602252;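 active means mean inhibition of at least 30% with at least half of replicates also reaching 30%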;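 further: 0% = DMSO neutral control and 100% = excess unlabeled competitor peptide PRC23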
Cardiac RTF inh – cardiac RTF calcium desensitization | P19429+P45379 | IANBD-labeled cardiac RTF, Ca2+ fluorescence | inhibition, % at 7.15 µM | 0.12% of 340,000 active;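 active means inhibition above the mean inhibition of all tested compounds plus 3 SD, cut at about 17% in these data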;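 further: assay run at fixed EC70 calcium of 1.6 mM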
SR-BI DiI-HDL act – SR-BI HDL lipid transfer activation; CHO ldlA[mSR-BI] cells, DiI-HDL uptake fluorescence, 3 h; 100 = double the neutral-control signal; activation, % at 12.5 µM; 0.096% of 320,000 active; AID 504775;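 active means mean replicate activation of at least 60% and every replicate at or above 60%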;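 further: 0% = median plate neutral-control signal and 100% = twice that signal; values of inactives mirror those of a sister screen read the other way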
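Test system: SR-BI-overexpressing, LDLR-lacking CHO cells; Medium: Ham's F12 with 0.5% BSA, HEPES 25 mM, pH 7.4; Schedule: 3 h, 37 °C; Technique: bottom-read fluorescence, 550/595 nm.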
cardiac RTF act – cardiac RTF calcium sensitization. AID 493008. IANBD-labeled TnC RTF fluorescence at EC20 calcium; 0% EC20 calcium, 100% full calcium. activation, % at 7.2 µM. 0.24% of 340,000 active;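 active means activation above the mean over all tested compounds plus 3 SD, cut at about 30% in these data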;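 further: rise in fluorescence read as greater calcium sensitivity of cardiac thin filaments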
Rtt109 Vps75 – inhibitors of Candida albicans Rtt109/Vps75 histone acetyltransferase; Q5AAJ8; purified Rtt109/Vps75, ThioGlo CoA-SH fluorescence, 4 h; inhibition, % at 34.9 µM; 0.16% of 330,000 active; AID 540336;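 active means inhibition of at least 50% in every replicate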
Active calls of the source: *; / = not tested or not shown.

SMILES	DAGLB inhibitor	Keap1 Nrf2 FP	LANA DNA inh	PKA-R2B act	CAL PDZ FP-1	CAL PDZ FP-2	Cardiac RTF inh	SR-BI DiI-HDL act	cardiac RTF act	Rtt109 Vps75
O=C(Nc1ccc(Br)cc1)Nn1cnnc1	-1	6	-2.3	8	-1.1	/	-1	-1	-9	3
CCOc1ccc(-n2c(=O)[nH]cc(C(=O)N3CCc4ccccc43)c2=O)cc1	0	-4	-1.4	-8	-1.4	-1	-11	-18	10	-32
CCN(CC)CCn1c(NS(=O)(=O)c2ccc(C)cc2)nc2ccccc21	0	-5	-0.7	2	-1.0	-2	-4	23	3	14
CC(=O)c1sc(NC(=O)Cc2c(F)cccc2Cl)nc1C	2	-3	0.0	-12	-0.8	/	0	/	0	-19
COc1ccc(C(=O)Nc2ccc(N3CCOCC3)cc2)cc1OC	3	-6	-2.9	6	-2.1	-4	8	-8	-16	3
CC(C)N(Cc1nccn1C)C(=O)c1cc(COc2ccc(F)cc2Cl)on1	0	-4	-2.9	1	-2.3	-1	-1	-19	4	-10
Cc1ccc(C(=O)n2cnnc2N)cc1C	-1	-4	-1.1	-7	-1.4	-2	-2	10	9	4
N#C/C(=C\c1ccccc1[N+](=O)[O-])c1nc(C2CC2)cs1	-6	1	1.7	-8	-0.3	-1	-21	-23	-9	1
Cc1ccc(NS(=O)(=O)c2c(C)[nH]c(C)c2C(=O)N2CCCCC2)c(C)c1	-1	3	-1.3	5	-3.4	-1	0	-3	-8	-3
Cc1ccc(NC(=O)CSC(C)C(=O)NCCc2ccccn2)cc1 (centres undefined)	2	-3	-1.2	-1	-1.5	/	-14	12	11	6
COc1ccc(S(=O)(=O)N2CCCCCC2)cc1NC(=O)Cc1n[nH]c(=O)c2ccccc12	1	/	/	-5	-1.7	-8	2	-1	-6	/
O=C(c1ccccc1)c1cnc[nH]1	-2	-3	-1.1	-14	0.2	6	-2	/	1	3
Cc1c(Cl)cccc1NS(=O)(=O)c1cccc2nsnc12	0	-1	0.4	0	-3.6	0	-16	-2	-1	1
O=C(NCCOC(=O)c1ccccc1)c1ccc([N+](=O)[O-])cc1	0	0	-0.9	-2	0.4	-2	-4	12	-7	-2
CC(C)CC(=O)N1CCN(S(=O)(=O)c2ccc(Cl)cc2)CC1	-2	-5	0.7	7	-0.3	-1	-8	8	0	-2
CCCCOCCCn1c(-c2ccco2)nc2nc3ccccc3nc21	-3	5	1.5	-10	-0.9	-3	-1	0	-7	-443
CC(C)(C)OC(=O)NC(=NCCCc1cn(CC(=O)N2CCN(C(=O)OC(C)(C)C)CC2)nn1)NC(=O)OC(C)(C)C	-1	0	-0.5	5	0.5	-1	-1	-21	8	-9
O=C(Cc1ccc(F)cc1)Nc1ccccc1Sc1ccccc1	-8	2	-0.4	-7	-0.8	-4	-1	-19	-1	16
N#Cc1ccc(NC(=O)CN2CCN(c3ccccn3)CC2)cc1	-3	1	-1.1	-2	-2.8	-4	-2	8	-1	8
COc1ccc(OC)c(NC(=O)c2ccc(NS(=O)(=O)c3c(C)noc3C)cc2)c1	1	0	-0.1	0	/	-3	-4	-27	1	0
O=C(O)CCSc1nc2ccc(Br)cc2[nH]1	1	-5	0.6	-7	-1.8	-4	-1	12	3	1
Cc1ccc(C(=O)Nc2ccc(-c3csc(C)n3)cc2)cc1	0	-3	-0.4	-9	-1.9	-2	-5	-37	-1	-3
Cn1c(=O)n(CCc2ccccc2)c(=O)c2c1nc1n2CCN1Cc1ccco1	-2	-4	0.1	3	0.9	-3	-15	-33	7	-8
COc1ccc(N2CCN(Cc3nc4ccccc4n3C)CC2)cc1	2	-6	0.8	-19	0.0	-4	0	-13	0	3
COCCSc1nc2c(c(=O)[nH]c(=O)n2C)n1CCCc1ccccc1	0	-1	3.2	-2	-1.0	-5	-7	-12	-6	13
CCOC(=O)c1c(C)[nH]c(C)c1S(=O)(=O)N(C)CC(=O)NCc1ccc(F)cc1	1	0	-0.8	7	-2.5	-4	-10	32	-1	-6
CC(C)(C)c1ccc(NC(=O)COC(=O)c2ccc([N+](=O)[O-])s2)cc1	-3	-1	0.2	-11	0.1	1	-9	33	0	-19
C/C(=N\NC(=O)c1ccc(CSc2cccc3cccnc23)cc1)C1CCCCC1	-5	-4	-1.2	2	-1.2	-3	8	-24	-2	-1
COc1ccc(S(=O)(=O)N2CCOCC2)cc1NC(=O)CSc1cccc[n+]1[O-]	1	1	0.2	12	0.9	2	-13	-19	-2	1
N#Cc1cnn2c(N)c(-c3ccc(Cl)cc3)cnc12	1	-5	0.8	0	-0.7	-1	3	-2	-4	2
CN(CC(=O)Nc1ccc(OC(F)(F)F)cc1)C(=O)/C=C/c1ccco1	-1	-4	1.4	9	0.1	5	2	6	0	-1
C/C(=N\NS(=O)(=O)c1ccc(Cl)cc1)c1ccc(NC(=O)c2ccco2)cc1	0	-5	0.3	-1	-0.3	-3	-4	26	-4	6
COc1cccc(NC(=O)c2ccccc2-c2nc(-c3ccc(Cl)cc3)no2)c1	-12	-6	-0.7	-12	-1.7	10	-3	/	-5	29
CC(C)CN1C(=O)c2ccc(NC(=O)C3CC3)cc2C1=O	-4	-1	-0.2	12	-0.1	-2	-8	-1	6	-7
NC(=O)NC(=O)COC(=O)[C@H](Cc1ccccc1)NC(=O)c1cccs1	2	-6	2.8	-1	-0.9	3	-5	15	8	-30
CNC(=S)NNC(=O)c1cccn(Cc2ccc(Cl)c(Cl)c2)c1=O	2	-3	-0.9	-2	-1.6	/	-8	-5	-4	7
C/C(=N\O)c1sc(-c2ccccc2)nc1C	-3	-1	-0.4	-6	-1.2	-2	5	-1	-1	/
CCc1nc2ccccc2c(=O)n1NC(=O)c1c(O)c2cccc3c2n(c1=O)CCC3	0	3	-0.6	2	-1.3	1	1	-2	5	-8
CCOc1ccc(Nc2cc(C)nc3nc(C)nn23)cc1	-3	1	0.0	-7	0.1	2	3	7	5	2
COc1ccc(-c2nc(C#N)c(NCCc3ccccc3)o2)cc1	-4	1	-3.4	-5	-0.2	-1	1	-34	3	-6
Cc1ccc(CNC(=O)CCC2CCCN(Cc3cccc4c3OCO4)C2)o1 (centres undefined)	1	-1	-1.5	-5	-0.1	-3	1	9	3	3
Cn1c(=O)[nH]c(=O)c2c1nc1n2CCN1Cc1ccccc1	0	-2	0.8	5	-1.7	-4	-4	22	5	-6
CC(=O)c1ccc(NC(=O)C2CCCN2S(=O)(=O)c2ccc(F)cc2)cc1 (centres undefined)	-2	1	2.4	-2	-0.3	-2	-4	-3	1	5
Cc1cccc(-n2c(=O)c(C#N)cc3c(=O)n4ccccc4nc32)c1	1	-2	5.6	-5	0.4	-4	-5	-1	-1	-418
O=C(c1ccc(NC2=NC3CS(=O)(=O)CC3S2)cc1)N1CCc2ccccc2C1 (centres undefined)	0	7	0.0	5	-0.9	/	-8	15	0	6
O=C(NCCN1C(=O)S/C(=C\c2cccnc2)C1=O)c1cccc(OC(F)F)c1	-1	1	-0.3	-4	-2.1	1	6	27	-6	4
O=C(NCc1nc(-c2ccc(C(F)(F)F)cc2)no1)Nc1ccc(F)cc1F	-11	-1	2.0	6	-1.4	/	3	5	0	6
CC1CCN(CCCNC(=O)C2CCC(CNS(=O)(=O)c3cccc4nsnc34)CC2)CC1 (centres undefined)	3	2	-0.3	-6	-2.7	0	0	5	-4	-5
O=C(COc1cccc2cccnc12)Nc1ccccc1	-2	-2	0.0	-1	-2.7	-1	-1	-3	-3	5
Cn1c(=O)c2c(n(Cc3ccccc3)c1=O)NC(=O)C2CC(=O)NCc1cccc(Cl)c1 (centres undefined)	2	-2	1.7	-3	/	-4	-3	31	1	10

Further records follow:
SMILES	DAGLB inhibitor	Keap1 Nrf2 FP	LANA DNA inh	PKA-R2B act	CAL PDZ FP-1	CAL PDZ FP-2	Cardiac RTF inh	SR-BI DiI-HDL act	cardiac RTF act	Rtt109 Vps75
Cc1ccc(SCCC(=O)Nc2cccnc2)cc1	/	3	1.9	/	-1.4	-4	/	9	/	2
CN(CC(=O)NC1(C)CCS(=O)(=O)C1)S(=O)(=O)c1ccc(Cl)cc1 (centres undefined)	-2	2	0.4	-4	-3.2	-3	0	34	2	-8
CCOc1cc(-c2noc(CCC(=O)NCC3CCCO3)n2)ccc1OC (centres undefined)	0	1	0.9	-13	-3.7	-3	-8	/	-5	-1
Cc1ccc(NC(=O)CN(C)C(=O)c2ccccc2OCc2c(C)noc2C)cc1	1	-6	-0.5	-7	-2.4	-2	-42	-17	-1	-5
COC(=O)c1ccc(N=Cc2c(C(F)(F)F)[nH]n(C)c2=O)cc1	3	-4	-0.5	7	-2.2	3	-14	19	1	-2
Cc1[nH]n2c(=O)c3c(nc2c1-c1ccccc1)CCCC3	-1	-6	2.4	-10	-7.3	4	1	-5	0	3
O=C(C[n+]1ccccc1)Nc1ccccc1C(F)(F)F	2	-2	-4.3	3	-1.0	3	-6	-3	-3	3
O=C(NCCN=C1NS(=O)(=O)c2ccccc21)c1ccccc1	-2	-4	0.3	-2	-1.2	-3	3	18	1	-15
Nc1nc(CN2CCN(c3ccccc3F)CC2)nc(N2CCCc3ccccc32)n1	0	5	-0.2	-2	-4.4	-1	3	14	1	/
O=C(NCCCN1CCOCC1)c1ccc2c(c1)N(Cc1cccc(F)c1)C(=O)c1ccccc1S2	4	-7	-1.5	1	1.2	1	-2	28	-4	-4

A different layout for 2 compounds above.
| SMILES | DAGLB inhibitor | Keap1 Nrf2 FP | LANA DNA inh | PKA-R2B act | CAL PDZ FP-1 | CAL PDZ FP-2 | Cardiac RTF inh | SR-BI DiI-HDL act | cardiac RTF act | Rtt109 Vps75 |
| --- | --- | --- | --- | --- | --- | --- | --- | --- | --- | --- |
| COc1ccc(S(=O)(=O)N2CCOCC2)cc1NC(=O)CSc1cccc[n+]1[O-] | 1 | 1 | 0.2 | 12 | 0.9 | 2 | -13 | -19 | -2 | 1 |
| O=C(Cc1ccc(F)cc1)Nc1ccccc1Sc1ccccc1 | -8 | 2 | -0.4 | -7 | -0.8 | -4 | -1 | -19 | -1 | 16 |

Next part.
SMILES	DAGLB inhibitor	Keap1 Nrf2 FP	LANA DNA inh	PKA-R2B act	CAL PDZ FP-1	CAL PDZ FP-2	Cardiac RTF inh	SR-BI DiI-HDL act	cardiac RTF act	Rtt109 Vps75
COc1ccc2c(c1)sc1nc(=O)ccn12	-2	5	2.0	2	-0.3	-6	-4	18	-5	-1
Cc1cccc(N2C(=O)c3cccnc3C2=O)c1	0	2	-1.1	0	/	-2	7	22	1	-3
Cc1ccc(N(C)/N=C/c2ccc(Cl)cc2Cl)nn1	-4	-2	0.9	-2	0.4	-3	-10	-2	3	-7
COc1ccccc1OCC(=O)NNC(=O)c1ccoc1C	-1	0	-0.2	-10	1.4	-3	-4	22	4	-4
COc1ccc(C(=O)NN(c2ccccc2)c2ccccc2)cc1	-4	5	-0.7	-3	-0.4	-3	0	3	-1	2
Cn1c(=O)cc(SCC(=O)NCC2CCCO2)c2ccccc21 (centres undefined)	0	-1	0.4	-1	-1.0	0	-1	-11	-10	0
c1ccc(C2c3[nH]c4ccccc4c3CCN2Cc2cccn2-c2ccccn2)nc1 (centres undefined)	-1	0	-0.2	0	-0.2	-7	-4	-12	6	8
